WT yeast gro inh: growth inhibition of WT yeast, mitochondrial fusion screen; inhibition, % at 10 µM; mitochondrial fusion phenotypic screen, WT strain; 190,000 compounds, 2.1% hits; in the data active = inhibition above about 58%; tested in S. cerevisiae
Dynein transport: blocks dynein driven cargo transport along microtubules; 220,000 compounds, 0.47% hits; z-score, hits read low; 3617.4 mouse cells, GR-EGFP nuclear translocation imaging; test concentration mostly 20 µM; stimulated with dexamethasone, 1 µM; active compounds read low; AID 1381;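 active = plate z-score of nuclear minus cytoplasmic receptor signal below a set negative limit, without overly bright fluorescence or cell loss, cut at about -3.5 in these data, passing the limit was not always enough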;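 note: z-score of nuclear minus cytoplasmic ring GR-EGFP intensity difference per well; some compounds called inactive have numbers as strong as hits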
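medium = tetracycline-free induction medium containing charcoal-stripped FBS | probe or stimulus = dexamethasone, 1.0 µM final | timing = 48 h induction, then 1 h compound, then 30 min agonist, 37 °C | detection = automated 10x imaging of fixed Hoechst-stained cells | read-out basis = nuclear versus cytoplasmic GR-EGFP signal, averaged per well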
MT stabilize HCS: stabilizes microtubules in HeLa cells; HeLa tubulin immunostaining HCS, 24 h; share of cells brighter than vehicle mean+2SD; AID 2205; % tubulin-high responders, % at 10 µM; 200,000 compounds, 0.83% hits;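 active = plate Z-score above 3 for both tubulin-high and condensed-nucleus cell shares, with cell loss under 80%, at 10 µM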;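 note: anti alpha tubulin signal scored within the nucleus-defined area of each cell; some results filed as inactive read as strong as hits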
Ins promoter up: MIN6 insulin promoter up-regulation | MIN6 insulin promoter-GFP reporter, high-content imaging; active compounds read high | z-score at 5 µM | 190,000 compounds, 0.3% hits;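 active = z-score above 3 at 5 µM with at least 500 cells counted in the well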
bCat nuc transl: modulators of beta-catenin nuclear translocation; 190,000 compounds, 0.3% hits; HeLa beta-catenin nuclear translocation, immunofluorescence imaging; nuclear translocation activity, % at 5 µM;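 active = nuclear translocation activity above 50% at 5 µM, with a well cell count of 50 or more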;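 note: per-cell ratio of nuclear to cytoplasmic median beta-catenin stain intensity; plate controls were DMSO negative control for no effect and GSK-3 inhibitor IX positive control for full effect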
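test system = HeLa cells, endogenous beta-catenin | dosing = single 5 µM dose plus 0.02–20 µM confirmation series | times = compound treatment 24 h, 37°C, 5% CO2 | technique = beta-catenin immunofluorescence imaging with DAPI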
HIV peptide binding: cell-free HIV fusion peptide-binding blockers – biochemical, uHTS, fluorescence dequenching, primary screen (AID 1986); cell-free peptide binding, fluorescence dequenching, 30 min; higher % means a stronger effect; 290,000 compounds, 0.3% hits; one-dose inhibition, % at 20 µM; IC50 in µM for titrated hits; in the data active = inhibition mostly above about 52%, no sharp cut-off; inactive = mostly below about 76%; note: some results filed as inactive read as strong as hits
Autophagy mod: alters autophagy in cells. MEF GFP-LC3 puncta imaging; test concentration mostly 10 µM. calls only at 10 µM (by protocol). 190,000 compounds, 0.98% hits. AID 463193;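 active = percentage of spot-positive cells more than 3 SD above its plate mean, without a fluorescence outlier flag or 80% toxicity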;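 note: spot-positive cell cutoff set from DMSO-treated cells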
Yfh1-off respiration: mitochondrial function rescue without frataxin homolog – Friedreich's ataxia, plus single-dose screen, dose response (AID 1465); 220,000 compounds, 0.074% hits; S. cerevisiae Yfh1-off respiration, WST-1 reduction, 72 h; higher fold induction means a stronger effect; fold induction at 50 µM; hits with a dose series show EC50 in µM;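 active = fold induction of absorbance versus untreated yeast above a set limit, then at least 30% activation at any dose in follow-up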;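 note: activators that raise dye reduction in frataxin-depleted yeast; strong numbers were not always called active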
AID2073: inhibitors of Mint1-CaV2.2 protein interaction, biochemical, HTRF (AID 2073); HTRF protein-protein interaction, Mint1-CaV2.2; higher % means a stronger effect; inhibition, % at 20 µM; hits with a dose series show IC50 in µM; 290,000 compounds, 0.19% hits; in the data active = inhibition mostly above about 51%, no sharp cut-off; note: some results filed as inactive read as strong as hits
WT yeast gro inh mutant strain: second read-out of WT yeast gro inh, no call of its own (marks repeat the call); inhibition, %; mitochondrial fusion phenotypic screen, mutant strain inhibition
Dynein transport cytoplasmic EGFP: also measured in Dynein transport; calls as there; z-score; measured here: cytoplasmic GR-EGFP intensity; active compounds read high
Dynein transport nuclear GR-EGFP: further read-out of Dynein transport, marked with its call; z-score; measured here: nuclear GR-EGFP intensity;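 lower value marks the stronger effect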
Dynein transport cell count: also measured in Dynein transport; calls as there; z-score; measured here: cell count per field
Ins promoter up cell count: second read-out of Ins promoter up, no call of its own (marks repeat the call); cell count; measured here: cytotoxicity, nuclei count;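 total cells summed across four imaged fields per well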
bCat nuc transl cell count 5 µM: also measured in bCat nuc transl; calls as there; cell count; measured here: cell count, cytotoxicity flag
MT stabilize HCS Hoechst-high %: also measured in MT stabilize HCS; calls as there; % Hoechst-high responders; measured here: nuclear condensation Hoechst responders;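 share of cells brighter than vehicle mean plus two SD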
MT stabilize HCS cytotoxicity %: recorded beside MT stabilize HCS, whose call it bears; toxicity, %; measured here: cytotoxicity by cell density;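 0% = mean cell density of plate MIN control wells and 100% = no cells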
Autophagy mod cell loss 18 h: second read-out of Autophagy mod, no call of its own (marks repeat the call); toxicity, %; measured here: cell loss, nuclei count;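 cell loss after 18 h compound exposure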
The depositor's hits bear a star; i = inactive; / = not tested or not shown.

compound,WT yeast gro inh,WT yeast gro inh mutant strain,Dynein transport,Dynein transport cytoplasmic EGFP,Dynein transport nuclear GR-EGFP,Dynein transport cell count,MT stabilize HCS,MT stabilize HCS Hoechst-high %,MT stabilize HCS cytotoxicity %,Ins promoter up,Ins promoter up cell count,bCat nuc transl,bCat nuc transl cell count 5 µM,HIV peptide binding,Autophagy mod,Autophagy mod cell loss 18 h,Yfh1-off respiration,AID2073
O=C(c1ccccc1)c1c[nH]cc1-c1ccccc1,-22,17,0.2,0.33,0.21,0.93,4.1,2.5,7.0,0.16,1202,-1.7,1132,4.9%,i,-7,i,19%
Clc1ccc(CO/N=C/c2c(-c3ccccc3)nc3n2CCS3)c(Cl)c1,1,-20,-0.47,-0.22,-0.56,0.4,1.7,1.8,4.9,/,/,/,/,0.3%,i,1,i,-1%
Cc1ccc(C(=O)NCc2ccco2)cc1S(=O)(=O)Nc1cccc(C)c1C,8,6,0.58,-0.065,0.78,-0.7,1.5,1.4,8.4,0.45,773,/,/,-2.6%,i,-3,i,-3%
Cn1c(C(=O)NCc2cccs2)cc2oc3ccccc3c21,11,0,-0.48,-0.17,0.49,0.8,7.0,1.6,0.4,0.57,1216,2.9,1171,-4.0%,i,-4,/,5%
COc1ccccc1/C=N/NC(=O)c1csc(C)c1C,-23,-4,-0.63,-0.32,-0.6,0.45,2.3,2.9,3.7,-0.47,1200,0.2,549,2.0%,i,-3,i,-8%
COc1cc(/C=C2\SC(N3CCc4ccccc4C3)=NC2=O)cc(OC)c1OC,8,-22,-0.91,0.047,-0.69,0.5,4.9,1.3,5.2,0.02,1414,1.2,1057,-2.4%,i,-5,i,3%
Cc1cc(Cl)ccc1NC(=S)N1CCN(Cc2ccccc2)CC1,17,28,-0.34,-0.3,-0.32,1.9,1.8,2.7,11,-0.27,1511,4.3,1034,-2.1%,i,14,i,-34%
O=C(Cn1nnc2ccccc21)N1CCCCC1,-5,1,1.3,-0.063,1.2,-1.8,3.9,1.6,2.2,-0.03,1430,-1.0,1386,-0.2%,i,2,i,-6%
COc1ccccc1NNC(=O)c1cc(C(C)(C)C)nn1Cc1ccccc1,/,/,-1.9,-0.3,-1.1,1.6,/,/,/,-0.29,1355,0.4,1313,-1.2%,/,/,i,-1%
C/C(=N\Nc1ccc([N+](=O)[O-])cc1)c1ccc(N)cc1,42,34,-2.2,1.1,-0.49,-0.96,1.7,3.9,8.2,1.7,1450,2.3,1047,-2.6%,i,2,i,-11%
O=C(Cn1nnc(-c2ccccc2F)n1)Nc1ccc(C(=O)N2CCOCC2)cc1,9,11,-0.1,-0.29,0.02,0.54,3.2,1.8,6.5,-0.51,1634,1.4,1045,-1.5%,i,-5,i,-2%
Cc1[nH]n(-c2nc(-c3ccccc3)cc(=O)[nH]2)c(=O)c1CCO,-6,8,-0.46,-0.29,-0.25,0.41,4.0,2.0,8.1,-0.49,1345,0.4,1067,0.3%,i,-3,i,-10%

Part of the list above, as labelled records:
O=C(Cn1nnc(-c2ccccc2F)n1)Nc1ccc(C(=O)N2CCOCC2)cc1
- WT yeast gro inh: 9
- WT yeast gro inh mutant strain: 11
- Dynein transport: -0.1
- Dynein transport cytoplasmic EGFP: -0.29
- Dynein transport nuclear GR-EGFP: 0.02
- Dynein transport cell count: 0.54
- MT stabilize HCS: 3.2
- MT stabilize HCS Hoechst-high %: 1.8
- MT stabilize HCS cytotoxicity %: 6.5
- Ins promoter up: -0.51
- Ins promoter up cell count: 1634
- bCat nuc transl: 1.4
- bCat nuc transl cell count 5 µM: 1045
- HIV peptide binding: -1.5%
- Autophagy mod: i
- Autophagy mod cell loss 18 h: -5
- Yfh1-off respiration: i
- AID2073: -2%
Cc1[nH]n(-c2nc(-c3ccccc3)cc(=O)[nH]2)c(=O)c1CCO
- WT yeast gro inh: -6
- WT yeast gro inh mutant strain: 8
- Dynein transport: -0.46
- Dynein transport cytoplasmic EGFP: -0.29
- Dynein transport nuclear GR-EGFP: -0.25
- Dynein transport cell count: 0.41
- MT stabilize HCS: 4.0
- MT stabilize HCS Hoechst-high %: 2.0
- MT stabilize HCS cytotoxicity %: 8.1
- Ins promoter up: -0.49
- Ins promoter up cell count: 1345
- bCat nuc transl: 0.4
- bCat nuc transl cell count 5 µM: 1067
- HIV peptide binding: 0.3%
- Autophagy mod: i
- Autophagy mod cell loss 18 h: -3
- Yfh1-off respiration: i
- AID2073: -10%

(next part)
compound,WT yeast gro inh,WT yeast gro inh mutant strain,Dynein transport,Dynein transport cytoplasmic EGFP,Dynein transport nuclear GR-EGFP,Dynein transport cell count,MT stabilize HCS,MT stabilize HCS Hoechst-high %,MT stabilize HCS cytotoxicity %,Ins promoter up,Ins promoter up cell count,bCat nuc transl,bCat nuc transl cell count 5 µM,HIV peptide binding,Autophagy mod,Autophagy mod cell loss 18 h,Yfh1-off respiration,AID2073
COc1cc(C)c(Br)cc1S(=O)(=O)NCCN1CCOCC1,3,2,-0.12,-0.23,0.08,0.21,4.6,2.2,4.5,-0.25,1588,-5.2,1112,0.6%,i,8,i,0%
Cc1c(O)c2c3c(cccc3c1O)C(=O)N(c1ccccc1)C2=O,23,5,2.6,-0.21,1.1,-1.3,3.6,3.0,3.2,0.07,1064,/,/,58%*,i,7,i,33%
Cc1noc(C)c1S(=O)(=O)N(CC(=O)O)c1ccc2c(c1)OCO2,9,-3,0.53,-0.17,0.55,-1.2,4.9,2.1,8.7,-1.1,1381,-3.3,964,2.0%,i,15,i,0%
COCC(C)n1c(-c2ccc3c(c2)NC(=O)CO3)csc1=Nc1ccc(OC(F)F)cc1 (stereo not drawn),10,9,-0.23,-0.13,-0.28,0.74,3.0,1.8,3.2,/,/,/,/,-0.1%,i,4,i,2%
CCCn1nnnc1-c1cc(Cl)cc(Cl)c1,6,-2,-1,-0.19,0.14,1,3.5,2.1,9.5,-0.29,1597,1.4,1376,0.4%,i,-15,i,-7%
O=C(COC(=O)c1ccc(Cl)nc1)c1ccc2c(c1)OCCO2,-16,1,-0.59,-0.34,0.023,0.72,4.3,2.2,6.4,-0.13,1286,-1.1,1139,-0.1%,i,13,i,-2%
N#C/C(=C(\O)Cc1ccccc1)c1nc2ccccc2[nH]1,-16,-27,2,-0.11,1.3,-2.1,3.3,2.1,1.7,/,/,-12,1165,51%,i,1,i,16%
CCCCNC(=O)OCCNC(=O)NC,-6,-18,-0.32,-0.25,0.12,-0.063,2.4,1.3,3.2,-0.27,1217,/,/,-2.3%,i,1,i,-4%
O=C(Nc1cccc(Cl)c1)c1ccc(F)c(S(=O)(=O)NCc2cccs2)c1,50,15,1,-0.17,0.33,-0.77,4.6,0.7,1.4,-0.42,1459,2.5,1095,-1.0%,i,9,i,6%
O=C(CCCCn1c(=O)c2ccccc2n(CC(=O)NC2CCCC2)c1=O)NCc1ccco1,-10,-4,-0.27,-0.21,0.055,0.24,3.4,2.2,6.6,1.7,1190,0.0,857,-2.8%,i,11,i,8%
CCCSc1nsc(SCCC)c1C(N)=O,5,11,-0.44,-0.21,-0.29,0.33,2.2,2.6,9.7,0.09,992,-3.6,1058,-0.4%,i,-18,i,-5%
C=CCN1C(=O)C(CC(=O)O)SC1=Nc1ccc(C)cc1 (stereo not drawn),6,14,-0.27,-0.16,-0.31,0.44,2.9,1.5,1.7,-0.42,1489,2.5,1037,0.9%,i,3,i,4%
COc1cccc(C(O)c2cnc(C(C)C)n2C)c1OC (stereo not drawn),6,-29,1.8,-0.013,2,-1,3.8,1.9,0.2,0.39,1006,1.2,1060,-1.8%,i,-14,i,-8%
CCCCC(=O)Nc1cccc(NC(=O)C(C)C)c1,-3,-11,0.25,-0.12,0.19,0.051,1.6,0.9,6.0,-0.42,892,-0.1,1242,3.5%,i,-7,i,16%
CC1CCC2(CC1)SCC(=O)N2c1ccc(F)cc1 (stereo not drawn),/,/,0.71,-0.22,1.1,-0.086,/,/,/,1.1,1022,1.0,1350,-0.9%,/,/,i,0%
CCn1c(=NC(=O)CN2C(=O)CCC2=O)sc2c(OC)ccc(OC)c21,-7,-10,0.19,-0.1,0.14,0.14,2.4,4.4,5.7,1.2,818,/,/,-1.0%,i,-2,i,8%
COC(=O)CNC(c1ccccc1Cl)c1cc(Br)ccc1NS(=O)(=O)c1ccc(C)cc1 (stereo not drawn),17,15,-0.074,-0.35,-0.42,0.85,4.4,1.4,2.9,0.25,1991,-0.5,1008,2.1%,i,-4,i,12%
Cc1ccc(NC(=O)NN(C)c2c(Cl)c(Cl)nn2C)cc1,11,-22,-0.022,-0.23,0.032,1,3.4,0.9,6.4,0.13,1208,1.2,1048,-1.0%,i,-4,i,-3%
CC(C)C(=O)NNS(=O)(=O)c1ccccc1[N+](=O)[O-],-7,8,1.4,-0.17,0.93,-1.2,5.1,1.8,1.9,-0.38,1504,-2.3,1084,2.9%,i,16,i,1%
CCCn1c(=N)n(CC(O)COc2ccc(C)cc2)c2ccccc21 (stereo not drawn),/,/,-0.54,-0.26,-0.31,0.16,/,/,/,-0.2,1062,-3.8,1192,0.4%,/,/,i,2%

Assay outcomes (PubChem)
